aSyn 5UTR inh: MLPCN primary screen, SNCA 5' untranslated region. inhibition, % (tested at 7.5 µM). 300,000 compounds, 0.82% hits. alpha-synuclein 5'UTR reporter, inhibitor activity. AID 1813, 2009; in the data active means inhibition above about 60%;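 further: H4 neuroglioblastoma cells stably carrying SNCA 5'UTR luciferase fusion; 0% = DMSO wells and 100% = positive control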
GSK3A inh: blockers of GSK3A enzyme activity – biochemical, luminescence, cell-free homogeneous, HTS, primary screen. inhibition, % at 10 µM. 320,000 compounds, 0.1% hits. GSK-3 alpha kinase, ADP-Glo luminescence, 60 min;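 in the data active means inhibition above about 50%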;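 further: GST-tagged GSK-3 alpha with peptide substrate and 25 µM ATP; 0% = DMSO neutral wells and 100% = GW8510 positive control wells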
Target sequence (P49840 whole entry, looked up): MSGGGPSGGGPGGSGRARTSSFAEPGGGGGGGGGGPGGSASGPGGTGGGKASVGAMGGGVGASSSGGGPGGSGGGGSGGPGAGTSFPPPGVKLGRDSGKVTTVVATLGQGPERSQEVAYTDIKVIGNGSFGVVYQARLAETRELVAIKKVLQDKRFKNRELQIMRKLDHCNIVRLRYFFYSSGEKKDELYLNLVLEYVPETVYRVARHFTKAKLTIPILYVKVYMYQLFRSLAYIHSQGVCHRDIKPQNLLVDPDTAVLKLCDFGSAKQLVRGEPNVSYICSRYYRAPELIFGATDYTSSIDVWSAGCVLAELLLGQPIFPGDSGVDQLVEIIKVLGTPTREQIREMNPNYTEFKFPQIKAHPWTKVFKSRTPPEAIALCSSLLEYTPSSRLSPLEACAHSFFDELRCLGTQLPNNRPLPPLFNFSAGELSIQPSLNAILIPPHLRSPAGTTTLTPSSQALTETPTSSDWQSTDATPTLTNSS
HSF-1 act: HSF-1 activators, primary screen, NIH3T3-HGL cells, MG132 stress, luminescence, single point. NIH3T3-HGL HSF-1 luciferase reporter, 8 h; 100% = twice DMSO control signal. AID 504408, 2011. activation, % at 9 µM. 300,000 compounds, 1.7% hits;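 active means mean replicate activation of at least 50% with a set share of replicates each reaching 50%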;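 further: 0% = median of the neutral control wells and 100% = twice that signal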
HSP90 inh: HSP90 inhibitors, primary screen, cell lysate, luminescence; inhibition, % at 5.6 µM; AID 1789, 2009; Rabbit reticulocyte lysate, luciferase refolding luminescence, 3 h; 290,000 compounds, 0.91% hits;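 active means inhibition above the screen-wide mean plus 3 SD, computed separately per campaign, cut at about 16% in these data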;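 further: 0% = DMSO wells and 100% = 60 µM geldanamycin wells; inhibitors lower the luminescence because luciferase stays unfolded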
IEC-6 cytotox: cytotoxicity in IEC-6 intestinal epithelial cells, primary screen, cytotoxicity control for KLF5 inhibitor project, cell-based, luminescence | inhibition, % at 5 µM | IEC-6 cytotoxicity, luminescence viability | 290,000 compounds, 0.78% hits; in the data active means inhibition above about 22%;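 further: 0% = plate median of test compound wells and 100% = cytotoxic reference compound wells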
HSF1 inhib: HSF1 inhibitors in luciferase reporter cells, primary screen, cell-based, NIH3T3, luminescence; NIH3T3-HGL HSE-luciferase, MG132-induced, luminescence 8 h; stronger effect = lower value; activity change, negative = inhibition, % at 7.5 µM (by protocol); 300,000 compounds, 0.77% hits; AID 2098, 2009;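 active means more than half of replicate wells show activity change below -50%, luminescence cut by over half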;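 further: luciferase reports HSF-1 transcriptional activity via heat shock element; 0% = median of DMSO wells and -100% = zero luminescence signal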
KLF5 inhibitor: KLF5 expression inhibitors, primary screen, DLD-1 cells, luminescence | inhibition, % at 5 µM | AID 1700, 2009 | DLD-1 KLF5 promoter-luciferase reporter | 290,000 compounds, 0.23% hits;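 active means inhibition above a per-plate limit of that plate's mean compound inhibition plus 3 SD, cut at about 60% in these data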;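 further: 0% = DMSO wells and 100% = LY294002 at 200 µM; higher means less KLF5 promoter-driven luciferase light; inactives centre near -14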
AI-2 QS modul: Vibrio harveyi AI-2 quorum sensing modulators, primary screen, JMH597 strain, luminescence/OD600 ratio; Vibrio harveyi JMH597 AI-2 luminescence/OD600 ratio, 9 h; stronger effect = lower value; strain lacks LuxN and CqsS sensors; 0 = neutral-control median; 300,000 compounds, 0.4% hits; AID 2094, 2009; activity change, % at 7.5 µM; in the data active means activity change below about -75%, passing the limit was not always enough;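 further: luminescence divided by OD600 gain over 9 h not by final OD600 alone; inactives centre near 13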
HIF activator: HIF pathway transcriptional activators, primary screen, cell-based, U2OS HRE-luciferase, luminescence; activation, % at 7.5 µM (by protocol); 300,000 compounds, 0.32% hits; U2OS HRE-luciferase reporter; normalized: DMSO 0%, desferrioxamine 100%; AID 1910, 2009;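 active means mean activation of at least 10% of the iron chelator positive control signal, with at least half of replicates also reaching 10%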
GSK3B inh: human GSK3beta kinase inhibitors, primary screen, biochemical, cell-free homogeneous, HTS; Glycogen synthase kinase-3 beta (Homo sapiens), P49841; GST-GSK3beta kinase, ADP-Glo luminescence, 60 min; stronger effect = lower value; activity score (negative = inhibition), % at 10 µM; 300,000 compounds, 0.038% hits;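 active means more than half of replicate wells score below -50%, meaning over 50% inhibition versus plate controls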;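 further: 0% = median DMSO wells and -100% = median GW8510 positive control wells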
Target sequence (P49841 whole entry, looked up): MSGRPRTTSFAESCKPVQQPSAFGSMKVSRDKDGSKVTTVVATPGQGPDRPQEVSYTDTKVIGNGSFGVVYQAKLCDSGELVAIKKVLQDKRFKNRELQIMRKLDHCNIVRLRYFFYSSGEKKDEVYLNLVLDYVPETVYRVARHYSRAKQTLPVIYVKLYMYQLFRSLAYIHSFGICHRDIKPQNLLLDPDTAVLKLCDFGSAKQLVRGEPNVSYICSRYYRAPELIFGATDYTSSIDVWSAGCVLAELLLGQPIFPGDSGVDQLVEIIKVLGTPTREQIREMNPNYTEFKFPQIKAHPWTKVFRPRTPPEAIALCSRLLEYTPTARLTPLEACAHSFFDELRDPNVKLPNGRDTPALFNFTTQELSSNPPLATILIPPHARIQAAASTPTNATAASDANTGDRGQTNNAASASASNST
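Test system: GST-fused GSK3beta enzyme, cell-free | Quantity: 1.6 ng GST-GSK3beta enzyme per well | Reagent: 25 µM ATP with peptide substrate | Schedule: 60 min enzyme reaction, room temperature | Signal: Luminescent ADP-Glo measurement of ADP formed | Read-out basis: Score relative to plate controls | Control set: DMSO and 20 µM GW8510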
* marks the source's active call; other numbers are inactive results; . = no result given. The order is random. About 4.7% of those tested had a hit in this group.

SMILES | aSyn 5UTR inh | GSK3A inh | HSF-1 act | HSP90 inh | IEC-6 cytotox | HSF1 inhib | KLF5 inhibitor | AI-2 QS modul | HIF activator | GSK3B inh
Cc1nc(N)nc2c1CCCC2 | -1 | . | 9 | -1 | -6 | -3 | 6 | 14 | -0.1 | 1
CCOc1ccccc1N(CC(=O)NCC1CCCO1)C(=O)CCC(=O)Nc1nccs1 (stereo not drawn) | 0 | 1 | 15 | -2 | 0 | -3 | -10 | 8 | -0.1 | -1
Cc1ccc(NC(=O)C2CC(=O)N(c3ccc4c(c3)OCCO4)C2)cc1S(=O)(=O)N(C)C (stereo not drawn) | 40 | 0 | -7 | . | . | -4 | . | 9 | -1.7 | 0
CCCCN(CC)C(=O)CSc1nc2c(sc(=S)n2-c2ccc(OCC)cc2)c(=O)[nH]1 | 0 | . | -3 | -1 | -4 | 3 | -1 | 25 | 0.4 | 5
CC1=C(C(=O)OCC2CCCCC2)C(c2ccc(F)cc2)NC(=O)N1 (stereo not drawn) | 16 | 3 | 10 | 13 | -3 | -5 | 4 | -8 | 1.8 | -1
COc1ccc(OC)c(CCNC(=O)CSc2ccsc2[N+](=O)[O-])c1 | 4 | 5 | 7 | 0 | 5 | -2 | 16 | 14 | -0.2 | -3
CC1(C)CC(=O)C(C(=O)CCCCC(=O)C2C(=O)CC(C)(C)CC2=O)C(=O)C1 | 10 | -5 | 48 | -3 | -5 | 21 | -9 | 3 | -0.2 | 2
Cc1ccc(C)c(S(=O)(=O)N2CCN(C(=O)Cc3c(F)cccc3Cl)CC2)c1 | -2 | -3 | 5 | . | . | 5 | . | -6 | -0.5 | 2
O=C(COC(=O)c1ccc(F)cc1)Nc1cc(S(=O)(=O)N2CCOCC2)ccc1N1CCCC1 | -4 | 4 | 28 | 2 | 3 | 18 | -17 | 3 | -0.7 | 0
COc1ccc(OCC(=O)NNC(=O)c2cccc(S(=O)(=O)N(C)C)c2)cc1 | 7 | -3 | 4 | 1 | -7 | -7 | 12 | 23 | 0.3 | 2
COCCNC(=O)c1cc2sccc2n1C | -5 | 1 | 6 | -2 | 4 | 3 | -26 | -5 | 0.1 | 1
Cc1n[nH]c(=O)c2ccccc12 | -4 | 3 | 3 | 8 | 6 | -4 | -20 | 15 | -0.3 | 2
COCCCN(C(=O)Nc1ccccc1)C(C)c1ccncc1 (stereo not drawn) | 14 | -1 | 9 | 1 | -7 | 4 | -12 | 19 | 0.0 | 1
O=c1oc(-c2cccs2)nc2ccc(Br)cc12 | -26 | -1 | -7 | -3 | 0 | -4 | -12 | 14 | 0.0 | -1
O=C(O)C(Cc1ccccc1)N1C(=O)/C(=C/c2cccc3ccccc23)SC1=S (stereo not drawn) | . | 0 | . | 0 | 1 | . | -33 | . | . | .
CN1CCN(c2ccc(-c3cccc(NC(=O)COc4ccc(Cl)cc4Cl)c3)nn2)CC1 | -19 | -2 | -60 | . | . | -54* | . | 4 | 0.9 | 2
COC1=CC(=O)CC(C)C12Oc1cc(OC)cc(OC)c1C2=O (stereo not drawn) | 15 | 2 | 4 | . | . | 2 | . | 2 | -0.1 | -25
O=C(CCn1[nH]c(=O)c2ccccc2c1=O)N1CCOCC1 | -20 | 25 | 13 | 0 | 2 | 0 | -23 | 10 | 0.1 | -1
CCCCCC(=O)N/N=C/c1ccc(N(C)C)cc1 | -57 | -5 | -7 | -3 | 3 | 9 | -18 | 9 | 1.8 | 1
COCCN1C(=O)c2ccc(C(=O)O)cc2C1=O | -12 | 3 | 0 | -2 | 1 | -10 | -28 | 18 | 0.3 | 2
CC(=O)N1CSCC1C(=O)N1CCN(c2ccc(N3CCOCC3)nn2)CC1 (stereo not drawn) | 12 | -1 | 2 | -2 | -4 | -4 | -22 | 22 | 0.2 | 2
CC1(C)CC(=O)C2=C(C1)NC1=C(C(=O)c3ccccc31)C2c1ccc(O)cc1 (stereo not drawn) | 20 | 3 | -10 | 0 | -4 | -7 | -18 | 19 | -0.6 | -25
CNCCCOc1ccc(C(C)(C)c2ccccc2)cc1 | -22 | . | 3 | 8 | -2 | 0 | -23 | 2 | -0.1 | -5
O=C(c1ccccc1)N1CCCCC(S(=O)(=O)c2ccccc2)C1=O (stereo not drawn) | -6 | 1 | -3 | 1 | 2 | -5 | -22 | 21 | 0.0 | -1
COc1ccc(Br)cc1CN1CCC(N2CCCC2)CC1 | 4 | 1 | -6 | 2 | -1 | -3 | -46 | -2 | -0.6 | -2
O=C(COc1ccccc1)Nc1ccc(N2CCN(C(=O)c3ccco3)CC2)cc1 | 0 | -4 | -8 | 0 | -1 | 4 | -1 | 35 | 0.5 | 1
COc1ccccc1CNC(=O)CC12CC3CC(CC(Br)(C3)C1)C2 | -11 | 1 | 26 | 3 | -8 | 9 | -16 | 6 | -0.1 | 0
CCOc1ccc(N2C(=O)Nc3ccc(Br)cc3C2(O)C(=O)NCCCN(C)C)cc1 (stereo not drawn) | -6 | 0 | 2 | -4 | 2 | 3 | 9 | 15 | 0.5 | 1
COc1ccc(C2=NS(=O)(=O)N(C)C(C(=O)N3CCCCC3)=C2)cc1 | -3 | -2 | -5 | -4 | 9 | -1 | -12 | 23 | 0.6 | 1
CCCCn1c(SCC2CCCCO2)nc2cc(S(N)(=O)=O)ccc21 (stereo not drawn) | 25 | 0 | 22 | 2 | -2 | -10 | -21 | 12 | -0.1 | -3
CC1CCN(CCC(=O)NN)CC1 | -16 | -3 | 9 | 0 | 0 | 2 | -15 | 10 | -0.3 | -21
Cc1nn(C)c(Cl)c1C(=O)NC(C(=O)O)c1ccccc1 (stereo not drawn) | -6 | -6 | 6 | -1 | -4 | -3 | -14 | 18 | -0.7 | -4
CCC(=O)c1ccc(OCC(=O)OCC(=O)N2CCCc3ccccc32)cc1 | 11 | 0 | -5 | . | . | 3 | . | -4 | -1.7 | 3
COc1ccc(C2C(C(C)=O)=C(O)C(=O)N2c2ccc(F)cc2)cc1 (stereo not drawn) | -10 | -3 | 6 | 1 | -2 | 2 | -52 | 14 | -0.7 | 3
O=C(O)CC(C(=O)O)c1ccc(OCCCCOc2ccc(C(CC(=O)O)C(=O)O)cc2)cc1 (stereo not drawn) | -17 | -2 | 4 | -4 | 5 | -3 | 4 | 18 | 0.0 | -10
COc1ccccc1CNC(=O)CCNC(=O)Cn1cnc2ccccc2c1=O | -13 | -3 | 3 | 4 | 2 | 7 | -2 | 13 | 0.0 | 2
COc1ccc(NC(=O)CC2C(=O)N(Cc3cccs3)C(=S)N2C(C)C)cc1 (stereo not drawn) | 19 | 1 | 2 | 2 | 0 | -1 | -7 | 1 | -0.5 | 2
CCCCCCc1ccc(N2C[C@H](CCCCC)[C@@H](CC(=O)NCc3ccccc3)C2=O)cc1 | -21 | -2 | 18 | -1 | 7 | 3 | 12 | 10 | 2.0 | 3
Cc1cc([N+](=O)[O-])nn1CCC(=O)Nc1nccs1 | 6 | 2 | -4 | 0 | -4 | 6 | -15 | 20 | -0.2 | 0
Cc1ccc(-c2nc3ccccn3c2C=O)cc1 | -108 | -1 | -15 | 1 | 11 | -1 | -31 | 6 | 0.9 | 0
O=C(O)CCSCC(=O)Nc1c(C(=O)C2CC2)oc2ccccc12 | 11 | -1 | 4 | 5 | 0 | -1 | -20 | 26 | 0.5 | 0
COc1ccc(C2=NN(C(=O)COc3ncnc4ccccc34)C(c3ccco3)C2)cc1 (stereo not drawn) | 64* | 3 | 0 | -3 | -3 | 5 | -2 | -5 | -0.5 | -7
Cc1cc(/C=N/NC(=O)c2c(Br)cnn2C)c(C)n1-c1cccc(Br)c1 | 33 | -1 | -3 | -1 | -2 | -6 | 11 | 11 | -0.5 | 1
S=C(NCCc1cccc(Cl)c1)NC1CCCCC1 | -118 | -1 | 31 | -8 | 0 | 10 | -124 | 12 | 5.0 | 0
CCC1CCCCN1C(=O)COc1ccc(F)cc1 (stereo not drawn) | -4 | -1 | 1 | 1 | 7 | -1 | 15 | 7 | 0.0 | 0
COc1ccc(S(=O)(=O)NNC(=O)C23CC4CC(CC(C4)C2)C3)cc1[N+](=O)[O-] | -2 | -1 | 4 | . | . | -1 | . | 25 | -0.3 | -2
COC(c1ccccc1)c1nnc(CCC(=O)NCc2cccc(-n3cccn3)c2)o1 (stereo not drawn) | -5 | 2 | 13 | -3 | -3 | -1 | -8 | 8 | -0.2 | 0
Cn1nnc(NC(=O)c2ccc3ccccc3c2)n1 | -63 | 1 | 13 | 2 | 6 | -3 | -36 | 15 | 0.9 | -1

Single records, as listed above.
`Cc1ccc(NC(=O)C2CC(=O)N(c3ccc4c(c3)OCCO4)C2)cc1S(=O)(=O)N(C)C` (stereo not drawn) reads aSyn 5UTR inh = 40; GSK3A inh = 0; HSF-1 act = -7; HSP90 inh = .; IEC-6 cytotox = .; HSF1 inhib = -4; KLF5 inhibitor = .; AI-2 QS modul = 9; HIF activator = -1.7; GSK3B inh = 0
`COCCCN(C(=O)Nc1ccccc1)C(C)c1ccncc1` (stereo not drawn) reads aSyn 5UTR inh = 14; GSK3A inh = -1; HSF-1 act = 9; HSP90 inh = 1; IEC-6 cytotox = -7; HSF1 inhib = 4; KLF5 inhibitor = -12; AI-2 QS modul = 19; HIF activator = 0.0; GSK3B inh = 1

The list goes on.
SMILES | aSyn 5UTR inh | GSK3A inh | HSF-1 act | HSP90 inh | IEC-6 cytotox | HSF1 inhib | KLF5 inhibitor | AI-2 QS modul | HIF activator | GSK3B inh
CC1=CC(=C(C#N)c2nc3ccccc3s2)C=C(C)N1c1ccc(F)cc1 | -22 | -2 | -30 | -3 | 3 | -13 | 2 | 25 | 2.6 | 1
O=C(CNS(=O)(=O)c1ccc(Cl)cc1)N/N=C/c1ccco1 | -6 | -2 | 7 | 1 | 5 | 2 | 4 | 16 | -0.7 | 2
Cc1nn(C(C)C(=O)N2CCN(c3ccccn3)CC2)c(=O)c2cc3occc3n12 (stereo not drawn) | 2 | 4 | -2 | 2 | 5 | -9 | 7 | 18 | -0.2 | 0
CCCCCCCNC(=O)C1(CC2CC(c3ccc(Cl)cc3)=NO2)CCN(C(=O)c2cc(OCC)c(OCC)c(OCC)c2)CC1 (stereo not drawn) | 31 | -2 | 0 | -1 | 14 | 3 | -4 | 12 | 0.2 | 3
CCC1(c2ccccc2)NC(=O)N(CC(=O)NNC(=O)c2ccoc2C)C1=O (stereo not drawn) | -12 | -4 | -22 | . | . | -11 | . | 3 | 1.6 | -3
Cc1ccsc1-c1n[nH]c(=S)n1CC(C)C | -3 | -2 | -12 | 3 | 7 | -3 | -13 | 22 | 0.1 | -2
O=C(CCCC(=O)NCc1ccc(F)cc1)NCc1ccc(F)cc1 | 19 | -1 | 2 | -1 | 5 | 2 | 0 | 25 | 0.0 | 0
